Pf growth 48h: Primary qHTS for delayed death inhibitors of the malarial parasite plastid, 48 hour incubation | P. falciparum luciferase growth in erythrocytes, 48 h | Potency, µM (highest dose often 28.7 µM), for inactives: at the top dose activity change, negative = inhibition, usual class: inhibitors | hit rate 5.9% among 310,000 | AID 504832, 2011; also: potency is read from the fitted curve at half-maximal effect; % is scaled to controls: 0 for no effect and ±100 for the full control effect
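Growth was read as firefly luciferase luminescence after a 48 h, 37 C, 5% CO2 exposure of compounds to reporter-bearing P. falciparum cultures (0.1% parasitemia, 2% hematocrit final) in Albumax-supplemented RPMI 1640.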
CHX counter: Cycloheximide Counterscreen for Small Molecule Inhibitors of Shiga Toxin. max response, %. hit rate 12% among 300,000. cell reporter, cycloheximide protein synthesis inhibition counterscreen. AID 2314, 2010; in the data active = max response mostly above about 13%, no sharp cut-off; inactive = mostly below about 14%; also: read at 38.3 µM for the half of the compounds with a filed dose; 0% is about no effect
LmPK inh: qHTS Assay for Inhibitors of Leishmania Mexicana Pyruvate Kinase (LmPK); Q27686; purified LmPK, Kinase-Glo ATP luminescence, 1 h; Potency, µM (top dose mostly 57.5 µM), inactives show at the top dose activity change, negative = inhibition, most hits filed as inhibitors; hit rate 0.37% among 290,000; AID 1721, 2009; also: potency is read from the fitted curve at half-maximal effect; % is scaled to controls: 0 for no effect and ±100 for the full control effect
Target sequence (Q27686 whole entry, looked up): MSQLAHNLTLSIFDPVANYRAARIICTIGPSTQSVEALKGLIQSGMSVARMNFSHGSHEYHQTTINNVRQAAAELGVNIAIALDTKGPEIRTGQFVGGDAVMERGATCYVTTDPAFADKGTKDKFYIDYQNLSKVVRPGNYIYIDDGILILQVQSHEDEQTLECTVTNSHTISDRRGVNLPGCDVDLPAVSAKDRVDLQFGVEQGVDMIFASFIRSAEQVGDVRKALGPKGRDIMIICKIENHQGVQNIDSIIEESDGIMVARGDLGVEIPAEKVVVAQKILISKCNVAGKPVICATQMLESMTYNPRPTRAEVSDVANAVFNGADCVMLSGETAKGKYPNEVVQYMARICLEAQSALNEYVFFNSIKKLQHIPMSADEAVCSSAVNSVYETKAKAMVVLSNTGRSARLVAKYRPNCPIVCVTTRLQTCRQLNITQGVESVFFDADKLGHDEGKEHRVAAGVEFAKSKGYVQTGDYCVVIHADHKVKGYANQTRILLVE
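Screened at intermediate enzyme activity to detect both inhibitors and activators: LmPK at 0.1 nM, with a 0.5 nM enzyme column as activation reference. PEP 0.5 mM, ADP 0.1 mM; ATP detected by luminescence after 1 h.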
Shiga inhibitor: A qHTS for Small Molecule Inhibitors of Shiga Toxin | Vero cells, Shiga toxin protein synthesis inhibition reporter | inhibition, % at 38.7 µM | hit rate 9.2% among 290,000; in the data active = inhibition mostly above about 28%, no sharp cut-off; inactive = mostly below about 43%; also: 0% is about no effect
AmpC no deterg: qHTS Inhibitors of AmpC Beta-Lactamase (assay without detergent); P00811; AmpC nitrocefin hydrolysis, absorbance 480 nm, 0.0001% Triton; Potency, µM (top dose mostly 57.1 µM), inactives show top-dose activity change, negative = inhibition, most hits filed as inhibitors; hit rate 0.52% among 330,000; AID 485341, 2010;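 also: potency is read from the fitted curve at half-maximal effect; plate controls were no compound for no effect and no enzyme for full effect; nearly all actives have a fitted effect of over 20% in size; some results filed as inactive show a strong effect at the top dose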
Target sequence (P00811 whole entry, looked up): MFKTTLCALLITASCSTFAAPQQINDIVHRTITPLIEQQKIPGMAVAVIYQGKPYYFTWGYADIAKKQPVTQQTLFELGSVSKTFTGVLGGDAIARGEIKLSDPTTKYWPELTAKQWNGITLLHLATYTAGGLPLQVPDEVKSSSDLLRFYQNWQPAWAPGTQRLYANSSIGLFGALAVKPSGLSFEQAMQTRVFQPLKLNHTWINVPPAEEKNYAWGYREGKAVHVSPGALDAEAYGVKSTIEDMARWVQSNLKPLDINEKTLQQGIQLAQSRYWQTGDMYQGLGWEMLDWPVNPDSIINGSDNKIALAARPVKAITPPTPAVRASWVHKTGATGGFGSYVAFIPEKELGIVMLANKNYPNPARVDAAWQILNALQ
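AmpC (5.3 nM in the dispensed reagent) in 20 mM phosphate pH 7.0 with 0.01% (detergent screen) or 0.0001% Triton X-100 was preincubated with compounds for 15 min at room temperature. Nitrocefin was then added from an 800 uM solution, and hydrolysis was followed at 480 nm.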
TbPYK inhibitor: qHTS of Trypanosoma Brucei Inhibitors. pyruvate kinase (Trypanosoma brucei), Q57TT1. TbPYK enzyme, Kinase-Glo Plus ATP luminescence, 45 min. Potency, µM (highest dose often 76.8 µM), inactives show at the top dose activity, negative = inhibition, most hits filed as inhibitors. hit rate 0.12% among 410,000. AID 624173, 2012; also: potency is read from the fitted curve at half-maximal effect; % is scaled to controls: 0 for no effect and ±100 for the full control effect; nearly all actives have a fitted effect of over 50% in size
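In this concentration-response screen, enzyme-free wells defined baseline while DMSO plates tracked drift. Each reaction combined TbPYK, substrate, compound and 130 uM ADP for 45 min at room temperature. Kinase-Glo Plus luminescence gave the signal.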
Pf growth 96h: Primary qHTS for delayed death inhibitors of the malarial parasite plastid, 96 hour incubation; Potency, µM (doses to about 28.7 µM), for inactives: at the top dose activity change, negative = inhibition, hits mostly inhibitors; hit rate 6.9% among 320,000; P. falciparum luciferase reporter growth, 96 h; AID 504834, 2011; also: potency is read from the fitted curve at half-maximal effect; % is scaled to controls: 0 for no effect and ±100 for the full control effect
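96 h incubation, 37 C, 5% CO2, of luciferase-reporter P. falciparum-infected RBCs (2% hematocrit, 0.05% parasitemia final) with test compounds; endpoint luminescence.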
* marks the source's active call; other numbers are inactive results; u = inconclusive; x = not tested or not shown; [ ] = dose if it differs, or a comment. Unless noted, calls follow the shape of the dose curve; as a rule, active = well fitted curve in the direction sought with a large enough effect; inconclusive = small, poorly fitted or top-dose-only effect, or another doubt; inactive = no such curve, though single readings can be large; an effect the other way counts as inactive or inconclusive.

SMILES	Pf growth 48h	CHX counter	LmPK inh	Shiga inhibitor	AmpC no deterg	TbPYK inhibitor	Pf growth 96h
Cc1cccc(N2CCN(C(=O)CC(NC(=O)c3ccccc3)c3ccccc3)CC2C)c1 (centres undefined)	u	-3.0	2.5%	-13.5	41.5%	1.4%	u
Cc1cccc(OCCOC(=O)C2CCN(S(=O)(=O)c3cccs3)CC2)c1	x	10.3	11.4%	-7.1	-28.1%	-4.1%	-23.2%
CN1CCCN(C(=O)c2cccc3ccccc23)CC1	-11.3%	-1.0	-1.8%	-0.9	-10.2%	-2.0%	0.0%
O=C(/C=C/c1ccc2c(c1)OCO2)N1CCN(c2n[nH]c(=O)[nH]c2=O)CC1	-7.5%	-2.2	-0.8%	-5.9	-5.6%	2.8%	-20.7%
COc1cc2c(cc1OC)C1=C(C#N)CC/C(=N\S(=O)(=O)c3ccccc3)N1CC2	x	-2.7	10.0%	-4.0	51.8%	1.8%	-19.1%
CCCCC(=O)OCC(=O)c1[nH]c(C)c(C(C)=O)c1C	-16.2%	38.6*	-0.8%	65.7*	-17.0%	-5.1%	u
O=C(NCc1ccncc1)c1cc(C(=O)C2CCCCC2)c[nH]1	254.1%[activator]	-2.2	3.0%	10.4	-18.5%	-1.1%	u
CN(Cc1cn(-c2ccccc2)nc1-c1ccc(Cl)cc1)C(=O)CCC(=O)O	-17.0%	-4.4	0.3%	20.6	-13.6%	-3.7%	u
CCOc1ccccc1NS(=O)(=O)c1c[nH]c(C(=O)OC)c1	49.8%[activator]	-0.3	-2.0%	-3.4	-6.0%	-1.8%	u
COc1cccc(Nc2nc3ccccc3n3cnnc23)c1	x	14.5*	-2.8%	65.6	58.4%	-1.1%	u
S=c1[nH]nc(-c2ccccn2)n1/N=C/c1ccccc1	-2.2%	-3.7	4.4%	-12.7	-23.4%	u	12.2%
O=C(Nc1ccc2c(c1)CCC2)c1cccc(F)c1	174.9%[activator]	75.5*	u	113.4*	-33.1%	-3.0%	264.8%[activator]
CC(=O)CSc1nnc(-c2cnccn2)n1-c1ccccc1	-2.0%	-0.7	-3.0%	-7.5	-22.1%	-9.3%	3.0%
CN1CCN(C(=O)OC2c3nccnc3C(=O)N2c2ccc(Cl)cn2)CC1 (centres undefined)	-20.5%	-1.2	2.5%	-7.7	-14.5%	x	-13.2%
O=C(NN1C(=O)c2ccccc2NC1c1ccc([N+](=O)[O-])o1)c1ccc([N+](=O)[O-])cc1 (centres undefined)	u	6.6	-6.9%	10.6	-33.9%	-3.3%	u
O=C(Cn1cc[n+](CC(=O)c2ccccc2)c1)c1ccccc1	1.04µM*	-0.4	1.5%	-1.3	4.0%	-0.2%	u
Cc1cc(NC(=O)C(C)C)ncc1NC(=O)CCc1ccccc1	4.4%	1.7	-0.2%	22.9	-9.6%	-0.3%	31.0%[activator]
O=C(NCC(c1ccco1)N1CCc2ccccc21)C(=O)Nc1ccccc1 (centres undefined)	1.31µM*	x	x	x	10µM*	-8.1%	u
CC(C)CN(C(=O)COC(=O)CSc1ccc(Br)cc1)C1CCS(=O)(=O)C1 (centres undefined)	-0.4%	x	x	x	86.5%[activator]	-8.4%	21.8%
O=C(NCC1CCCO1)C(=O)N/N=C\c1ccc2c(c1)OCO2 (centres undefined)	3.8%	10.3	-1.7%	-14.8	-5.2%	6.1%	u
CSc1ccc(/C=C2/C(=N)N3N=C(CC(=O)N4CCCC4)SC3=NC2=O)cc1	18.9%	6.1	-8.3%	-7.6	-29.5%	2.7%	u
CCCCOC(=O)n1c(=S)oc2cc(Cl)ccc21	23.3%	23.6*	-3.5%	100.6*	-27.3%	-10.0%	41.4%[activator]
CCOC(=O)c1sc(NC(=O)CCN2C(=O)c3ccccc3C2=O)c(C(=O)OCC)c1C	16.2%	12.6*	3.3%	22.0	-10.4%	-8.1%	13.1µM*
CCCN1CCC(=O)N([C@H](CSc2ccc(C)cc2)CC(C)C)CC1	u	70.7*	5.5%	61.7*	147.3%[activator]	-3.5%	-77.7%
COc1cccc(-n2ccnc2SCC(=O)Nc2nccs2)c1	41.1%[activator]	21.4*	2.0%	42.3	-4.9%	-7.1%	9.2%
COc1ccccc1N(CC(O)Cn1c(C)nc2ccccc21)S(=O)(=O)c1ccccc1 (centres undefined)	u	-2.0	-1.7%	-16.4	-10.6%	-5.4%	0.0%
CN1CCN(C(=S)Nc2ccc([N+](=O)[O-])cc2)CC1	36.0%	5.8	1.1%	1.4	-14.5%	1.4%	-4.5%
O=S(=O)(NCCC1=CCCCC1)c1ccccc1Cl	u	x	x	x	-22.0%	-7.8%	-9.7%
CCOc1cc(S(=O)(=O)N2CCCCC2)ccc1F	3.7%	-0.9	4.9%	-20.8	-18.9%	-5.8%	x
CCCn1c(SCC(=O)Nc2cccc(Cl)c2Cl)n[nH]c1=O	-4.9%	1.0	8.5%	13.1	-30.2%	-1.2%	-29.5%
Cc1cccc(C(=O)NNC(=O)c2c(O)c3ccccc3n(C)c2=O)c1	0.1%	9.5	-6.5%	-10.1	9.4%	4.8%	0.0%
O=C(CSc1n[nH]c(=O)n1C1CC1)c1ccc2c(c1)OCCO2	0.7%	37.3*	5.3%	57.1*	-21.3%	-0.8%	-7.9%
Cc1cccc(C)c1NC(=O)CSc1nnc(C2CCCCC2)o1	6.1%	-1.2	-10.3%	-10.4	-4.9%	-4.5%	u
CCOC(=O)c1cc(-c2ccc(F)cc2)n(CC(=O)NCc2ccccn2)c1C	13.3%	-9.0	1.0%	9.6	-2.0%	-2.9%	1.4%
COc1ccc(Cl)cc1NC(=O)CN(C)CC(=O)Nc1ccc2c(c1)OCO2	u	x	x	x	25.7%	-8.6%	-0.3%
O=c1[nH]c2ccccc2c2cn(-c3ccccc3)nc12	-18.9%	17.6*	-0.9%	60.5*	-21.7%	1.0%	u
O=C(NC(Cc1c[nH]c2ccccc12)C(=O)O)c1ccco1 (centres undefined)	x	5.0	2.8%	-2.8	1.6%	-8.7%	x
COC(=O)c1ccc(NC(=O)NC2CCCCC2)cc1	12.9%	41.3*	-4.2%	110.2*	-21.3%	-3.5%	9.3%
O=c1cc(CSc2nnc(-c3ccco3)o2)c2ccccc2[nH]1	u	6.7	1.8%	21.6	-38.7%	0.5%	u
COc1ccc(S(=O)(=O)N(C)c2ccc(C(=O)NCCC(C)C)cc2)cc1	-13.4%	-1.0	10.4%	-1.6	-1.1%	3.6%	x

6 entries picked at random from the list so far:
SMILES	Pf growth 48h	CHX counter	LmPK inh	Shiga inhibitor	AmpC no deterg	TbPYK inhibitor	Pf growth 96h
COC(=O)c1ccc(NC(=O)NC2CCCCC2)cc1	12.9%	41.3*	-4.2%	110.2*	-21.3%	-3.5%	9.3%
COc1cccc(-n2ccnc2SCC(=O)Nc2nccs2)c1	41.1%[activator]	21.4*	2.0%	42.3	-4.9%	-7.1%	9.2%
O=S(=O)(NCCC1=CCCCC1)c1ccccc1Cl	u	x	x	x	-22.0%	-7.8%	-9.7%
CCOC(=O)c1sc(NC(=O)CCN2C(=O)c3ccccc3C2=O)c(C(=O)OCC)c1C	16.2%	12.6*	3.3%	22.0	-10.4%	-8.1%	13.1µM*
CCCn1c(SCC(=O)Nc2cccc(Cl)c2Cl)n[nH]c1=O	-4.9%	1.0	8.5%	13.1	-30.2%	-1.2%	-29.5%
Cc1cccc(C)c1NC(=O)CSc1nnc(C2CCCCC2)o1	6.1%	-1.2	-10.3%	-10.4	-4.9%	-4.5%	u

(more compounds)
SMILES	Pf growth 48h	CHX counter	LmPK inh	Shiga inhibitor	AmpC no deterg	TbPYK inhibitor	Pf growth 96h
Cc1cc(=O)n2[nH]c(-c3cccc(Cl)c3)cc2n1	x	6.5	-1.7%	39.8	-19.3%	4.9%	-30.1%
C/C(=N\OC(=O)c1ccccc1F)c1nccs1	-15.9%	11.4	u	-6.4	-20.9%	-19.0%	24.9%
COc1ccc(NC(=O)Cn2cc(C(=O)c3ccco3)c3ccccc32)cc1	u	-3.0	6.8%	12.7	-37.0%	4.3%	-6.4%
CC(C)(CO)CNC(=O)c1ccc(OC2CCN(C(=O)C3CC3)CC2)cc1	-32.1%	-1.9	-0.9%	15.9	3.2%	-13.9%	5.7%
Cc1ccc(-n2ncc3c(=O)[nH]c(SCC(=O)N4CCC(C)CC4)nc32)cc1C	11.4%	6.1	3.8%	13.0	-15.1%	0.5%	18.1%
Cc1csc2c(N3CCN(C(=O)NC(C)(C)C)CC3)ncnc12	-0.5%	-2.6	-0.7%	24.8	1.6%	-0.7%	0.0%
O=C(O)CC(NC(=O)C(c1ccccc1)c1ccccc1)c1cccc([N+](=O)[O-])c1 (centres undefined)	u	-3.5	3.1%	-1.7	-17.0%	4.2%	-0.2%
O=C(CSc1nc2[nH]ncc2c(=O)n1-c1ccccc1Br)NCc1ccccc1Cl	u	1.2	0.7%	-9.8	-20.1%	-5.2%	u
CCn1cc(C(=O)c2cccs2)c2ccccc21	x	0.9	-1.8%	-47.9	u	2.5%	u
CC1CCC(NC(=O)COC(=O)c2cccnc2Cl)CC1 (centres undefined)	u	x	x	x	-20.9%	0.0%	12.6%
Cc1ccc(C)c(N2CCN(C(=O)c3ccc4nsnc4c3)CC2)c1	u	-4.2	4.7%	-4.8	17.5%	2.2%	-19.2%
O=C(COC(=O)C1(c2ccccc2F)CCCC1)Nc1ncc(C(F)(F)F)cc1Cl	9.8%	0.9	4.4%	0.3	-1.1%	6.6%	38.7%[activator]
COc1ccc(Cn2nc(C(=O)O)c3ccccc3c2=O)cc1F	-14.7%	-2.6	-7.0%	17.9	-19.7%	-2.0%	0.2%
Cc1cccc(OCC(=O)N2CCN(Cc3ccc4c(c3)OCO4)CC2)c1	-6.5%	1.3	-3.5%	-7.5	77.8%[activator]	-13.1%	-1.2%
O=C(CN1C(=O)NC(c2ccccc2)(c2ccccc2)C1=O)Nc1ccc2[nH]c(=O)[nH]c2c1	8.7%	-1.9	3.7%	-3.3	-41.8%	-1.1%	-2.0%
CCOc1ccc(N(CC(=O)N2CCOCC2)S(=O)(=O)c2ccc(Cl)cc2)cc1	-1.7%	-6.2	0.9%	-15.4	125.0%[activator]	1.6%	1.0%
CCOc1nc(C)cc(COC)c1C(N)=O	56.2%[activator]	4.9	2.6%	-4.5	-3.5%	1.3%	u
COc1ccc(NC(=O)C2C3C=CC(C3)C2C(=O)NCc2ccccn2)c(OC)c1 (centres undefined)	-8.9%	-3.6	-1.9%	-3.5	-4.1%	-4.6%	-27.6%
